E-selectin induc = E-selectin induction in HUVECs, primary screen, imaging, HUVEC, immunofluorescence imaging, single point | activation, % at 7.58 µM | normalized: neutral wells 0, TNF-alpha wells 100 | 0.37% of 260,000 active;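 active = mean E-selectin-positive cell signal at least 10% of the positive control, reached in at least 60% of replicates, without over 20% cell loss; inconclusive = no rule given, readout overlaps actives, possibly toxicity-flagged; inactive = the rest, including those meeting only one limit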;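 note: in these data hits start at about 27%; measured in HUVEC primary endothelial cells; signal is the percent of cells scored E-selectin positive by PE staining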
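material = human umbilical vein endothelial cells (HUVEC), E-selectin induction | quantity = 3,000 cells/well | medium = EGM-2 growth medium on 0.1% gelatin-coated wells | technique = immunofluorescence imaging | read-out basis = % PE-positive cells | control set = TNF-alpha positive control, DMSO neutral control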
esBAF inh = Bmi1 luciferase reporter increase in mESCs, primary screen, esBAF inhibitor project, mouse ES cells, Bmi1 luciferase knock-in, single point | 24 h; 100% = twice the neutral-well signal | 2% of 350,000 active | reporter increase, % at 12.5 µM; in the data active = activation above about 40%; inconclusive = no clear call, values can overlap the other calls;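 note: 0% = median of the plate's neutral control wells and 100% = double that signal; a rise in the Bmi1 reporter signal indicates esBAF inhibition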
EWS-Fli inh = EWS/Fli-driven NR0B1 reporter inhibitors, primary screen, A673 cells, NR0B1 luciferase, luminescence, MLPCN library | inhibition, % at 12.6 µM | viability-normalised | 0.67% of 350,000 active | AID 651661, 2012;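 active = mean inhibition of at least 50% after viability correction, with every replicate also passing that limit; inconclusive = mean reaches 50% but only one of two replicates passes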;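 note: firefly luciferase signal divided by Alamar Blue viability fluorescence both relative to DMSO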
RAD52 anneal inh = RAD52 DNA annealing inhibitors, primary screen, biochemical, FRET, single point, set 2 | DNA repair protein RAD52 homolog (Homo sapiens), P43351 | recombinant RAD52 DNA annealing, FRET fluorescence | inhibition, % at 18.7 µM | 0.46% of 360,000 active | AID 651710, 2012;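 active = every replicate showing at least 50% inhibition; inconclusive = mean inhibition at least 50% but not in every replicate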
Target sequence (P43351 whole entry, looked up): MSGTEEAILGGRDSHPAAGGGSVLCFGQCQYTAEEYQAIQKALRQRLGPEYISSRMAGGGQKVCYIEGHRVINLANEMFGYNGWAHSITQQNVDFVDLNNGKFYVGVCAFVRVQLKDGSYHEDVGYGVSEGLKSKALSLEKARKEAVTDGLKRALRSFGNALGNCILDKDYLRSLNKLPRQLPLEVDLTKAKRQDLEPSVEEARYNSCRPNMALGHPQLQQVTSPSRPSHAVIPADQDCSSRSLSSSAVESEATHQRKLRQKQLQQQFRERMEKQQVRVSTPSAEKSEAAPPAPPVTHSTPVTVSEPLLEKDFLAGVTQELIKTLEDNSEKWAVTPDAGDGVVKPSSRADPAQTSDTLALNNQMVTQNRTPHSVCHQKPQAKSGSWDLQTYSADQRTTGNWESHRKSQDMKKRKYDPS
S100A4 inh HTS = inhibitors of S100A4-myosin IIA peptide binding, primary screen, biochemical, fluorescence polarization, TAMRA-MyoIIA peptide; Protein S100-A4 (Homo sapiens), P26447; inhibition, % at 10.7 µM; 0.14% of 360,000 active;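 active = mean inhibition of at least 70% across replicates, with every replicate also reaching that level; inconclusive = mean inhibition reaches 70% but some replicates fall short; inactive = mean inhibition below 70%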
Target sequence (P26447 whole entry, looked up): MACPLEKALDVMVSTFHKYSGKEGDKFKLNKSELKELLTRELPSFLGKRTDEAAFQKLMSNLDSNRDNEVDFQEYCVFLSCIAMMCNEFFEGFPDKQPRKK
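Material: S100A4 monomer (human). Medium: Calcium-containing HEPES buffer, pH 7.2. Probe or stimulus: labelled myosin peptide probe, 5 nM. Compound dosing: one concentration per compound. Timing: polarization read 5 min after assay mix addition, stable 5–60 min. Benchmarks: DMSO as neutral control, TFP as positive control.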
RAD54 branch = inhibitors of human RAD54 branch migration, primary screen, biochemical, fluorescence, single point; inhibition, % at 10.4 µM; RAD54 Holliday junction branch migration, FAM/BHQ fluorescence; 0.14% of 360,000 active;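 active = mean normalized replicate activity at least 40 and at least half of replicates scoring 40 or more; inconclusive = only one of the two criteria met; inactive = mean below 40 and under half of replicates reaching 40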;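 note: 0% = median of neutral control wells and 100% = median of positive control wells; inhibitors cause a drop in the FAM fluorescence signal; in these data hits start at about 50%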
XiGFP reactiv = activators of inactive X chromosome reactivation, primary screen, imaging, XiGFP fibroblasts, GFP high-content imaging, set 2 | activation, % at 7.58 µM | AID 743238, 2013 | 0.055% of 360,000 active | XiGFP mouse fibroblasts, % GFP-positive cells imaging, 3 d; cells co-treated with 5-aza-dC sensitizer; scaled so ellipticine positive control = 100%;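 active = mean normalized replicate activation at least 10% and every replicate at or above 10%; inconclusive = only one of the two criteria met; inactive = mean below 10% and not all replicates reach 10%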;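 note: 0% = median of on-plate neutral control wells and 100% = ellipticine 6 µM median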
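assay system = SV40-immortalized XiGFP fibroblast cells, line 68-5-11 | buffer or medium = DMEM plus 5-aza-dC sensitizer | doses = single-point pinned compound dosing | times = 3-day compound exposure, then 15 min fixation at room temperature | benchmarks = positive control ellipticine, 6 µM final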
FN deposit inh = inhibitors of fibronectin matrix deposition, primary screen, AH1F cells, Alexa488-fibronectin fluorescence, plate reader | AH1F fibroblasts, overnight | inhibition, % at 12.6 µM | 0.086% of 350,000 active;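 active = mean inhibition across replicates of 30% or more, regardless of how many single replicates reach that level; inconclusive = mean under 30% yet at least half of replicates reach 30%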;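 note: positive control wells lacked labelled fibronectin entirely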
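Material: AH1F fibroblast monolayer depositing Alexa488-labelled fibronectin into matrix | Input: 10000 AH1F cells/well | Medium: DMEM plus 2% serum, read in PBS | Reagent: Alexa488-fibronectin, 24 nM final in well | Compound dosing: One dose per compound, pinned | Schedule: 1 h adhesion, overnight exposure | Measured by: Fluorescence at 485 nm excitation, 525 nm emission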
The depositor's hits bear a star; i = inactive; ? = inconclusive; / = no result given.

#1 O=S1(=O)CC(N2CCC(c3ccccc3)CC2)CN1Cc1cn(Cc2ccc(C(F)(F)F)cc2)nn1 (configuration not stated)
#2 COc1ccc([N+](=O)[O-])cc1NC(=O)C(C)OC(=O)Cn1[nH]c(=O)c2ccccc2c1=O (configuration not stated)
#3 COCC(C)n1c(C)cc(C(=O)Cn2nc(C(=O)O)c3ccccc3c2=O)c1C (configuration not stated)
#4 O=C(CCn1ccc2cc(S(=O)(=O)N3CCCC3)ccc21)NCCc1ccccc1
#5 O=C(CSc1nc2ccccc2c(=O)n1CC1CCCO1)NCc1ccccc1 (configuration not stated)
#6 CCOP(=O)(OCC)/C(C#N)=C/c1c[nH]c2ccccc12
#7 CCOc1ccc(OCC(=O)OCC(=O)N2CCN(C(=O)c3ccco3)CC2)cc1
#8 O=C(Cn1nnc2ccccc2c1=O)NC1CCCCC1
assay / entry	1	2	3	4	5	6	7	8
E-selectin induc	0.2	-1.0	-0.1	/	/	0.1	/	/
esBAF inh	/	-1	26	11	-1	7	/	39
EWS-Fli inh	6	3	-4	/	-3	-16	-4	-38
RAD52 anneal inh	-7	11	-20	-8	-2	9	-10	-2
S100A4 inh HTS	3	2	-1	-4	1	-2	-5	-1
RAD54 branch	/	-5	13	0	3	3	6	9
XiGFP reactiv	0.1	0.0	0.3	0.1	0.1	0.0	0.1	0.0
FN deposit inh	2	4	-5	-3	-1	0	1	1

#9 CC(C)NC(=O)Nc1ccc2c(c1)C(=O)N([C@@H](C)CO)C[C@@H](C)[C@@H](CN(C)C(=O)Nc1ccccc1)O2
#10 Cc1cc(C)n(-c2nc3ccccc3nc2N2CCN(S(=O)(=O)c3ccc(F)c(C)c3)CC2)n1
#11 C[C@H](CO)N1C[C@H](C)[C@@H](CN(C)C(=O)Nc2cccc3ccccc23)Oc2ccc(NC(=O)CCN3CCOCC3)cc2C1=O
#12 COCC(=O)Nc1ccc2c(c1)[C@@H]1C[C@@H](CC(=O)NCc3ccccc3F)O[C@@H](CO)[C@@H]1O2
#13 C#CCN(CC=C)C(=O)c1cccc(OC2CCN(S(C)(=O)=O)CC2)c1
#14 CC1CC(C)CN(C(=O)COC(=O)c2ccc3c(c2)OCO3)C1 (configuration not stated)
#15 CC(C)CC#Cc1ccc([C@@H]2[C@H]3CN(S(=O)(=O)Cc4ccccc4)CCCCN3[C@H]2CO)cc1
#16 CCN(CC)CCNC(=O)CNC(=O)c1nn(-c2ccc(OC)cc2OC)c(=O)c2ccccc12
assay / entry	9	10	11	12	13	14	15	16
E-selectin induc	-0.2	/	/	0.1	/	1.5	-0.6	-0.1
esBAF inh	-2	-9	-3	1	-3	7	/	/
EWS-Fli inh	0	5	-7	-1	0	-12	3	5
RAD52 anneal inh	-9	-8	-2	-6	1	-5	-34	-16
S100A4 inh HTS	3	0	9	-28	2	-1	0	-5
RAD54 branch	-2	6	1	-8	-15	2	3	/
XiGFP reactiv	0.0	/	/	0.1	0.1	0.5	0.1	0.1
FN deposit inh	/	/	/	/	-2	-7	/	3

#17 N#CC(C#N)=C1C=C2C=C(N3CCCCCC3)CCC2CC1 (configuration not stated)
#18 O=C(NC1CC1)c1ccc(NC(=O)C2CCCCC2)cc1
#19 CC(C)C[C@H]1CNC(=O)C(=O)N1C[C@@H]1CCCN1C[C@H](Cc1ccc(O)cc1)N1C[C@H](Cc2ccccc2)N(CC2CCCCC2)C(=O)C1=O
#20 Cc1ccc(C(=O)Nc2cccc(C(F)(F)F)c2)cc1Nc1ncnc2nc[nH]c12
#21 CCOc1ccc(N(C)S(=O)(=O)c2ccc(C)c(C(=O)Nc3nnc(C4CC4)s3)c2)cc1
#22 CN(C)CC(=O)N1[C@H](CO)[C@@H](c2ccc(C#CC3CCCCC3)cc2)[C@@H]1C#N
#23 COC(=O)c1ccc2nc(-c3ccc(F)cc3)c(Cc3ccccc3C(F)(F)F)n2c1
#24 CC1Sc2ccc(S(=O)(=O)N3CCC(C(=O)N4CCN(C)CC4)CC3)cc2NC1=O (configuration not stated)
assay / entry	17	18	19	20	21	22	23	24
E-selectin induc	/	/	/	-0.3	4.9	-0.4	-0.1	/
esBAF inh	/	1	/	-4	-3	-7	/	0
EWS-Fli inh	18	-12	5	6	17	-5	-2	5
RAD52 anneal inh	i	-13	-6	2	-12	-11	-16	1
S100A4 inh HTS	-4	-3	6	3	4	-8	-5	1
RAD54 branch	/	-10	/	-2	2	4	/	-3
XiGFP reactiv	?	0.0	-0.1	0.1	0.0	-0.1	0.2	0.0
FN deposit inh	/	11	-17	1	5	-4	9	5

#25 CC1=C(C(=O)N2CCCCCC2)CC(CC(=O)NCCN2CCOCC2)C(=O)N1Cc1ccc(C(C)(C)C)cc1 (configuration not stated)
#26 O=C(Nc1ccc(Cl)cc1)N1C[C@@H]2[C@H](c3ccccc31)[C@@H](CO)N2C(=O)c1ccccn1
#27 Cc1cccc2nc(-c3ccco3)c(Nc3ccccc3)n12
#28 CCN(CC(=O)Nc1ccccc1OC)C(=O)/C=C/c1cccs1
#29 c1ccc(-c2noc(C3CCC3)n2)nc1
#30 Cc1ccnc(NC(=O)c2cc(-c3ccc(Cl)s3)nc3ccccc23)c1
#31 CCN1CCSc2ccc(C(=O)NCc3ccccc3C)cc21
#32 CC(=O)c1c(C)[nH]c(C(=O)CN2C(=O)NC(C)(c3ccc(C)cc3)C2=O)c1C (configuration not stated)
assay / entry	25	26	27	28	29	30	31	32
E-selectin induc	0.1	-0.2	0.2	4.0	0.0	-0.2	0.3	/
esBAF inh	/	8	-8	12	16	15	0	/
EWS-Fli inh	18	-18	4	-3	-44	2	-4	2
RAD52 anneal inh	6	/	-18	-4	-8	4	-16	-23
S100A4 inh HTS	-2	/	1	1	-3	3	-2	0
RAD54 branch	/	8	-2	-5	4	/	15	/
XiGFP reactiv	-0.1	0.0	-0.3	0.0	0.2	-0.1	0.2	0.0
FN deposit inh	-2	/	-1	-2	3	2	14	/

#33 C/C(=N/OCc1ccc(Br)cc1)c1ccccn1
#34 O=C(NN1C(=O)/C(=C/c2ccc(O)cc2)SC1=S)c1cccc(O)c1
#35 Cc1c(C=O)c2ccccn2c1C(=O)c1ccc(F)cc1
#36 Cc1ccc(NC(=S)Nc2ccc(S(=O)(=O)Nc3ncccn3)cc2)c(C)c1
#37 COc1ccc(NC(=O)CSc2nc(N)c(NC(=O)c3ccccc3F)c(=O)[nH]2)cc1
#38 O=C(CSc1ccc2c(c1)OCCO2)Nc1ncccc1O
#39 O=C(O)C(=Cc1cccc([N+](=O)[O-])c1)c1ccc(Cl)cc1
#40 O=C(O)c1cc(-c2cccs2)nn1-c1ccc(F)cc1
assay / entry	33	34	35	36	37	38	39	40
E-selectin induc	-0.3	/	0.2	0.2	/	0.1	0.0	-0.1
esBAF inh	6	-3	-3	-9	2	0	-8	/
EWS-Fli inh	-44	11	0	1	-2	-2	4	-23
RAD52 anneal inh	-6	i	2	-9	0	-25	-8	-9
S100A4 inh HTS	0	-9	-5	1	0	1	-2	1
RAD54 branch	/	-149	9	6	-2	-4	0	/
XiGFP reactiv	0.4	0.0	0.0	/	-0.1	-0.1	-0.1	-0.1
FN deposit inh	-5	9	-1	7	-2	6	/	-5

Of the compounds above, 3 contain a Cl atom.
#26 O=C(Nc1ccc(Cl)cc1)N1C[C@@H]2[C@H](c3ccccc31)[C@@H](CO)N2C(=O)c1ccccn1
#30 Cc1ccnc(NC(=O)c2cc(-c3ccc(Cl)s3)nc3ccccc23)c1
#39 O=C(O)C(=Cc1cccc([N+](=O)[O-])c1)c1ccc(Cl)cc1
assay / entry	26	30	39
E-selectin induc	-0.2	-0.2	0.0
esBAF inh	8	15	-8
EWS-Fli inh	-18	2	4
RAD52 anneal inh	/	4	-8
S100A4 inh HTS	/	3	-2
RAD54 branch	8	/	0
XiGFP reactiv	0.0	-0.1	-0.1
FN deposit inh	/	2	/

The list goes on.
#41 O=C(NNS(=O)(=O)c1ccc2ccccc2c1)c1cc(-c2ccccn2)nc2ccccc12
#42 O=C(Nc1cccc(C(=O)N2CCCC2)c1)C1CCC1
#43 CC(=O)c1ccc(N2CCN(Cc3nc(Cc4ccccc4)no3)CC2)cc1
#44 CC(C)(C)OC(=O)C[C@H]1C/C=C\C[C@H](CC(=O)NCCO)C(=O)N[C@@H](Cc2ccccc2)COC1=O
#45 COCC(=O)N1CC[C@@H]2[C@H](CO)Nc3ccc(C#Cc4cccc(F)c4)cc3[C@@H]21
#46 O=C(NCCCCc1ccccc1)Nc1ccc(F)cc1F
#47 CCCCNC(=O)O[C@H]1C[C@@H]2CCN3C(=O)CCC(C)(C)[C@H](C1)[C@H]23
#48 COc1ccc(Cc2nnc(NC(=O)c3cccc(F)c3)s2)cc1OC
assay / entry	41	42	43	44	45	46	47	48
E-selectin induc	0.0	-1.0	0.0	0.1	1.5	/	/	/
esBAF inh	/	-6	/	5	6	23	-5	-2
EWS-Fli inh	12	1	8	-10	-13	-3	-1	11
RAD52 anneal inh	-23	-5	-4	-14	-30	-12	0	-10
S100A4 inh HTS	-12	1	1	-2	1	1	4	-4
RAD54 branch	/	9	/	-8	4	-3	6	6
XiGFP reactiv	0.2	0.1	0.2	-0.1	0.1	0.1	0.1	0.3
FN deposit inh	-10	11	0	-5	-17	-4	-3	7

Assay outcomes from PubChem BioAssay.
